Screening results: PubChem BioAssay, The Scripps Research Institute Molecular Screening Center
GPR151 activ – human GPR151 activation | PathHunter beta-arrestin GPR151 cells, luminescence | actives 1% (n = 650,000) | activation, % at 11.2 µM; in the data active = activation above about 4.9%;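 also: 0% = median of compound wells and 100% = cells with positive control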
Target sequence (Q8TDV0 whole entry, looked up): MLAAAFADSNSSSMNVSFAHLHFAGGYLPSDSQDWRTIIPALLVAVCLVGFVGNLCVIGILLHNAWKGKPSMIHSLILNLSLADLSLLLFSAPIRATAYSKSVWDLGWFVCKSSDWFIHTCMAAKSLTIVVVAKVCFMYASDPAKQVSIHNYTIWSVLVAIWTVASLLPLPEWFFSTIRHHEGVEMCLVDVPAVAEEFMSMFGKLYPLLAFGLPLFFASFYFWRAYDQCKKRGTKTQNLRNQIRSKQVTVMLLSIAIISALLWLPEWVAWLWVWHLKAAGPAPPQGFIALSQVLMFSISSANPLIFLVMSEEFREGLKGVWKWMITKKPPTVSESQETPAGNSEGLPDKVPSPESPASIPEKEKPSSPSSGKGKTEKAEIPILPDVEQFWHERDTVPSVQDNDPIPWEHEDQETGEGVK
TEAD-YAP block – TEAD-YAP interaction inhibition; inhibition, % at 9.12 µM; actives 1.4% (n = 640,000); HEK-TIYL cells, TEAD-Gal4/YAP UAS-luciferase luminescence; in the data active = inhibition above about 32%;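 also: 0% = median of test compound wells and 100% = reference inhibitor wells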
MITF primary – blocks human microphthalmia-associated transcription factor. O75030. AlphaScreen MITF homodimerization, bead proximity signal. inhibition, % at 2.6 µM. actives 0.91% (n = 650,000). AID 1259374; in the data active = inhibition above about 50%;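 also: 0% = vehicle wells with protein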
FBW7 activator – human FBW7 E3 ligase activation, primary screen; normalized activity (activation), % at 26.1 µM; actives 0.13% (n = 650,000); AID 1259310; AlphaScreen FBW7–phospho-cyclin E peptide binding, activator screen; Q969H0; in the data active = normalized activity above about 1.9%;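 also: purified mutant Fbw7 with reduced substrate affinity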
Target sequence (Q969H0 whole entry, looked up): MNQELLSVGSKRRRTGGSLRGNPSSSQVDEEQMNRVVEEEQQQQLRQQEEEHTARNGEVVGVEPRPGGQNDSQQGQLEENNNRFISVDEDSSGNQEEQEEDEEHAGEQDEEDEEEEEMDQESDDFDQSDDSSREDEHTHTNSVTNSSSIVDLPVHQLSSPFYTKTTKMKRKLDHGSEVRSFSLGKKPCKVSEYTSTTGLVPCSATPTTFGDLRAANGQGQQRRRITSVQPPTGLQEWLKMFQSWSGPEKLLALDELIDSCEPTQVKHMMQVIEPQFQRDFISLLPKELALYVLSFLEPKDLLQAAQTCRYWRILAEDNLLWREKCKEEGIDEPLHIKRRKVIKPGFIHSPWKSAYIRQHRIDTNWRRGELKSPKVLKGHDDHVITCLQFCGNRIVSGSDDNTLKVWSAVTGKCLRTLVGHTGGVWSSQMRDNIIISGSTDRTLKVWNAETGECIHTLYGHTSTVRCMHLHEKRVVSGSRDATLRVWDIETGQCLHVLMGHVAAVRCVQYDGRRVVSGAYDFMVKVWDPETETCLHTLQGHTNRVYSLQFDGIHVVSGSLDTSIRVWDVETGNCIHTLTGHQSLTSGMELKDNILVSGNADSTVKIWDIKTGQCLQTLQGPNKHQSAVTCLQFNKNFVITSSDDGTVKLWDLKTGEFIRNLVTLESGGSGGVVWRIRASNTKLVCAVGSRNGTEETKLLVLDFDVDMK
Active calls of the source: *; & = joins results of further samples.

SMILES	GPR151 activ	TEAD-YAP block	MITF primary	FBW7 activator
CC(=O)N1CCc2cc(Br)cc(S(=O)(=O)NC3CCCCC3C)c21 (stereo not given)	0.2	-2	7	0.0
CCc1cccc(NS(=O)(=O)c2ccc3c(c2)CCN3C(C)=O)c1	-0.1	32	-4	0.2
C=CCn1c(SCC(=O)c2cc(C)n(-c3ccccc3)c2C)nc2sc3c(c2c1=O)CCCC3	0.0	-3	-10	-0.1
Cc1cc2c(cc1C)N(CC(=O)c1ccccc1)C(C)(C)c1ssc(=S)c1-2	0.5	-11	50	-0.1
CCOc1ccc(S(=O)(=O)Nc2ccc(Cl)cn2)cc1	0.1	-2	6	-0.3
CCn1cc(CNC(=O)c2ccc(OC)c([N+](=O)[O-])c2)c(C)n1	-0.1	7	-10	0.2
CCOC(=O)c1c[nH]n(-c2ccccc2)c1=O	2.4	-6	11	-0.4
CS(=O)(=O)C1=NSC2=NC(=O)/C(=C\c3ccco3)C(=N)N21	1.6	-7	1	0.0
CCOC(=O)C1=c2s/c(=C/c3ccc(O)cc3)c(=O)n2C(N)=C(C#N)C1c1ccc(O)cc1 (stereo not given)	1.2	-6	4	0.1
CCOc1ccc(/C(O)=C2/C(=O)C(=O)N(CCO)C2c2ccc([N+](=O)[O-])cc2)cc1 (stereo not given)	-1.0	0	-12	0.1
COc1ccccc1/C=C1\SC(=S)N(Nc2nc(C)cc(C)n2)C1=O	-0.5	3	17	0.0
COc1ccc(C2C(C(=O)OCCc3ccccc3)=C(C)NC3=C2C(=O)CC(C)(C)C3)c(OC)c1 (stereo not given)	0.1	3	1	0.3
COc1ccc(OC)c(/C=c2\sc3nc(-c4ccc(OC)c(OC)c4)nn3c2=O)c1	-1.0	1	-6	-0.2
Cc1ccc(N2C(=O)NC(NC(=O)c3ccccc3)(C(F)(F)F)C2=O)cc1 (stereo not given)	-0.3	2	-12	-0.2
Cc1nc2ccccc2n1S(=O)(=O)c1ccc(Br)cc1	-1.0	6	10	0.8
CN(C)CCCN1C(=O)C(O)=C(C(=O)c2ccco2)C1c1ccncc1 (stereo not given)	-1.1	-9	1	0.0
CC(C)(C)NCC(O)Cn1c2ccccc2c2ccccc21 (stereo not given)	1.1	2	4	-0.2
CC(O)c1cccc(NC(=O)c2cnn3c2NC(c2cccs2)CC3C(F)(F)F)c1 (stereo not given)	3.6	-5	-3	-0.1
COc1ccc(/C=c2\sc3nc(-c4ccco4)nn3c2=O)cc1	0.3	4	-2	-0.2
COc1ccc(N2C(=O)c3cc4ccccc4cc3C2=O)cc1	0.3	0	-7	0.1
COC(=O)C1CCc2ccccc2N1C(=O)c1ccc(Cl)cc1 (stereo not given)	1.5	-5	0	0.3
COc1ccc(C(=O)NCCc2cn3ccsc3n2)cc1	0.3	-22	5	0.3
O=c1[nH]cnc2c1ncn2Cc1ccccc1	1.6	2	-4	0.0
CCOC(=O)c1c(-c2ccc(F)cc2)csc1NC(=O)C1CC=CCC1C(=O)O (stereo not given)	-1.2	9	12	0.0
C[C@@H]1CN(Cc2ccc3c(c2)CN(Cc2coc4ccccc4c2=O)CCO3)C[C@H](C)O1	-0.1	-6	16	1.1
O=C(Nc1cccc(F)c1)Nc1ccnn1C1CCN(Cc2cccc(O)c2)CC1	0.1	6	2	0.0
CCNS(=O)(=O)c1ccc(CCC(=O)N2CCC(C(=O)OCC)CC2)cc1	1.1	1	4	-0.2
N#Cc1ccc(Cn2cc(C#N)c3ccccc32)cc1	-0.1	18	11	0.6
CC1CCCC/C1=N\NC(=O)c1ccc(Br)cc1 (stereo not given)	-0.8	-3	9	-0.3
CCOc1ccccc1-c1noc(CCCC(=O)NC2CCCCC2)n1	0.1	-6	-5	0.0
O=C1CCCCN1CC(=O)N1CCc2c([nH]c3ccccc23)C1c1ccccc1Cl (stereo not given)	0.7	3	-7	-0.2
Cc1ccccc1C1(CC(=O)N(C)CC2CCCCO2)CC(=O)N(Cc2ccncc2)C1=O (stereo not given)	0.4	-10	1	-0.2
COc1ccc(N2C(=O)CC(N(CCc3ccc(Cl)cc3)C(C)=O)C2=O)cc1 (stereo not given)	0.4	6	7	0.0
COc1ccc(C(=O)Nc2ccc3c(c2)N(C(C)=O)CCC3)cc1OC	-0.4	-2	7	0.1
COc1nn(C)cc1C(=O)NCC(=O)N1CCc2ccccc2C1	-0.1	-2	-2	0.1
C=CCc1cccc(/C=N/N=C(/C)c2nnn(-c3nonc3N)c2C)c1O	0.4	2	-3	-0.1
Cc1ccccc1C(=O)n1sc(=O)c2ccccc21	-2.8	-4	28	0.1
CC(C)c1ccc(OCc2nc(-c3cccnc3)no2)cc1	0.5	-24	15	1.2
CC(C)CCN1CC(C(=O)NCc2cccnc2)CC1=O (stereo not given)	-2.6	0	-14	0.1
CC1=CC(=C2C(=O)NC(=S)NC2=O)C=C(C)N1CCc1ccccc1	0.6	4	6	0.0
O=C(NCc1ccco1)/C(=C/c1cccc([N+](=O)[O-])c1)NC(=O)c1cccs1	-1.0	-8	15	0.0
Cc1ccc(C(=O)O)cc1NC(=O)CSc1ncnc2sc3c(c12)CCC3	2.0	-12	-3	0.0
CC(C)NC(=O)c1nc2ncccn2n1	1.8	13	2	1.2
COc1ccccc1-c1nc(C(N)=O)c2[nH]c(=O)n(-c3ccc(C)cc3)c2n1	0.4	9	-4	-0.1
c1ccc(-c2nc(-c3ccccc3)c3ccccc3n2)cc1	0.4	4	-9	0.0

Given with values under each structure: entries from further up.
Results follow in this order: GPR151 activ	TEAD-YAP block	MITF primary	FBW7 activator
Cc1ccccc1C(=O)n1sc(=O)c2ccccc21
  -2.8	-4	28	0.1
CC(C)c1ccc(OCc2nc(-c3cccnc3)no2)cc1
  0.5	-24	15	1.2
Cc1nc2ccccc2n1S(=O)(=O)c1ccc(Br)cc1
  -1.0	6	10	0.8

Further structures.
SMILES	GPR151 activ	TEAD-YAP block	MITF primary	FBW7 activator
Cc1ccccc1OCC(=O)Oc1cc(C)c(Cl)c(C)c1	0.7	-6	-6	-0.1
CC(=O)OCCn1c(=O)c2cc3c(=O)n(CCOC(C)=O)c(=O)c3cc2c1=O	0.2	0	13	0.1
Clc1cccc(Nc2nc(-c3ccccc3)nc3ccccc23)c1	-0.7	5	4	0.1
CC(=O)Cc1cc2ccccc2oc1=O	-0.8	-7	7	0.0
CCCNc1ncnc2c1nc(Nc1ccccc1)n2C(C)C	1.1	-12	8	-0.1
CCC(=O)Nc1ccc(I)cc1F	-0.3	-4	-6	-0.1
Cc1cc(C)c2oc(-c3ccc(NC(=O)c4cc(I)ccc4Br)cc3)nc2c1	-0.2	6	18	0.3
Cc1cccc(OCC(=O)O/N=C(\N)Cc2ccc([N+](=O)[O-])cc2)c1C	1.0	5	-9	-0.2
Cc1cc(Br)cc(C)c1NC(=O)c1cnc2ccccn2c1=O	1.0	-24	6	0.0
CC1=CC(=O)CC(C)(C)C1(O)/C=C/C(C)=C/C(=O)O (stereo not given)	2.4&-0.5	-2&-8	-10&23	-0.1&0.2
N#CC1=C(O)NC(=O)C([n+]2ccccc2)C1c1ccccc1I (stereo not given)	1.5	4	4	-0.1
O=C(Nc1ccc(F)cc1)c1sc(=S)n2c1[nH]c(=O)c1ccccc12	-1.5	-6	-2	-0.2
COc1cc(/C=C(/C#N)C(=O)NCc2ccccc2)cc(Cl)c1OCC(=O)O	-0.7	3	-15	0.1
Cc1cccc(N(CC(=O)Nc2ccc(F)cc2)C2=NC3CS(=O)(=O)CC3S2)c1 (stereo not given)	-1.5	4	10	-0.8
Cn1nc(C(C)(C)C)cc1C(=O)N1CCC(O)(c2ccccn2)CC1	-2.0	18	6	1.1
CCOc1ccc(N2C(=O)c3ccc(C(=O)OC(C)C(=O)c4ccc(C)cc4)cc3C2=O)cc1 (stereo not given)	-0.9	5	1	-0.1
COc1ccc(N=c2sc(C(C)=O)c(C)n2CCCO)cc1	-0.3	-6	1	0.0
Cc1ccsc1C1N(c2ccccc2)CCN1c1ccccc1	0.9	-8	-3	-0.1
CC(C)CN1CCN(Cc2ccc(O)c(Cl)c2)CC1CCO (stereo not given)	1.4	-3	-6	-0.3
Cn1cc(-c2ccc(Nc3ncc4ccc(-c5cnn(CCN6CCOCC6)c5)cc4n3)cc2)cn1	0.3	51*	3	-0.2
CSc1nc(-c2ccccc2)nc(N2CCOCC2)c1C(C)=O	0.9	-2	-5	-0.2
Cc1ccc(OC(=O)N2CCN3C(=O)[C@H](CC4CCCCC4)NC(=O)[C@H]3C2)cc1	-0.7	-4	3	0.1
Cc1cc(C)c2ncc3sc(=O)[nH]c3[n+]2c1	0.1	3	-8	-0.1
Cc1ccc(-c2csc3nc4c5ccccc5c(N5CCOCC5)nn4c(=O)c23)cc1	1.7	-3	1	-0.1
CC(CN1CCN(C)CC1)OC(=O)c1ccccc1 (stereo not given)	-0.2	-3	19	0.0
CC12CC(NC(=O)N1c1ccc(F)cc1)c1cc(Br)ccc1O2 (stereo not given)	0.5	11	9	0.1
CC(C)(C)c1ccc(C(=O)Nc2cc(C(=O)N3CCN(Cc4ccccc4)CC3)ccc2N2CC3CC(C2)c2cccc(=O)n2C3)cc1 (stereo not given)	0.5	11	13	0.1
COc1cc(NC(=O)C2CC=CCC2C(=O)O)ccc1NC(=O)Cc1ccccc1 (stereo not given)	-0.3	-2	-3	0.1
COc1ccc(-n2c(=S)[nH]c3cc(C(=O)NCc4ccccc4)ccc3c2=O)cc1OC	1.0	7	13	0.1
Cc1ccc2nc(-c3ccc(C)c(N)c3)oc2c1	-8.0	55*	11	0.7
CCOc1ccc(CNC(=O)CCn2c(=O)oc3ccccc32)cc1OC	0.9	-9	3	0.1
O=c1c2cn[nH]c2nc(SCc2cccc(F)c2)n1-c1ccc(Oc2ccccc2)cc1	2.2	2	3	-0.1
CCOc1ccc(N=c2oc3c(C)ncc(CO)c3cc2C(=O)Nc2cccc(C)c2)cc1	1.1	10	0	-0.2
CCOc1cc(/C=N/N=C2/NC(=O)CS2)cc(Cl)c1O	7.1*	-9	5	0.1
CC(=O)OC(C)CC#CCN1CCN(C)CC1 (stereo not given)	0.7	-8	-3	-0.1
COc1cc(C=O)ccc1OCc1c(C)no[n+]1[O-]	1.0	5	11	0.2
CC1CN(C)CCC1CCc1ccc(NC(=O)c2cccc3c2C(=O)N(C)C3)cc1 (stereo not given)	-1.1	10	-1	0.2
Cc1cc2cc(CNC(=O)Nc3ccccc3)ccc2n1C	0.0	-6	17	-0.1
CCC(C)(C(=O)NC1CCCC1)N(Cc1cccs1)C(=O)c1cnccn1 (stereo not given)	0.1	-1	8	0.2
CC(C)OCCNC(=O)CC1C(=O)NCCN1Cc1ccccn1 (stereo not given)	1.6	-1	2	-0.1
CCOC(=O)C(O)(c1ccc(O)c(OC)c1)C(F)(F)F (stereo not given)	0.3	-2	-5	-0.1
Cc1ccc(C(=O)Nc2ccccc2C(C)C)cc1	-0.4	3	3	0.0
COc1ccc(-n2nc(C(=O)NCC(=O)NCc3ccccn3)c3ccccc3c2=O)cc1	-0.1	2	1	0.3
O=C(c1cncc(Br)c1)N(c1nccs1)C1CCCCC1	0.9	3	3	0.0
CCOc1ccc(C(=O)NCC(=O)OCC(=O)c2[nH]c(C)c(C(C)=O)c2C)cc1OCC	1.7	-3	-7	0.5
O=C(CCCSc1ccccc1)Nc1ccc(N2CCOCC2)cc1	4.5	0	-4	-0.1
CN(C)S(=O)(=O)c1ccc(NC(=O)COc2ccc(Br)cc2)cc1	-0.8	7	8	0.0
CCOc1ccc(N(CC(=O)N2CCCCC2)S(C)(=O)=O)cc1	-0.3	9	15	1.0
Fc1ccc2nc(N3CCN(c4nc5ccccc5s4)CC3)sc2c1	15*	2	10	0.1
CCn1c(SCc2ccccc2)nc2c(c1=O)SCC2	3.7	-1	15	0.2
COc1ccc(NC(=O)C2C3NC(=S)N(c4cccc(Cl)c4)C2(C)Oc2ccc(OC)cc23)cc1 (stereo not given)	-0.3	0	15	-0.6
COc1ccc(-c2cc(C(=O)Oc3ccc(C)cc3)c3ccccc3n2)cc1	-0.1	-4	9	0.3
COc1ccccc1-c1ccc(/C=C/C(=O)c2ccccc2)o1	0.2	-44	9	-0.2
CCCCOc1ccc(C(=O)N2CCN(c3ccc(-c4noc(C)n4)cn3)CC2)cc1	-0.3	-2	3	0.1
CC1=C(C(=O)Nc2ccccc2)C(c2ccco2)C(C#N)=C(SCC(=O)c2ccc(C)cc2)N1 (stereo not given)	1.0	-4	-3	0.0

Entries from the list above with fluorine:
SMILES	GPR151 activ	TEAD-YAP block	MITF primary	FBW7 activator
Cc1ccc(N2C(=O)NC(NC(=O)c3ccccc3)(C(F)(F)F)C2=O)cc1 (stereo not given)	-0.3	2	-12	-0.2
CC(O)c1cccc(NC(=O)c2cnn3c2NC(c2cccs2)CC3C(F)(F)F)c1 (stereo not given)	3.6	-5	-3	-0.1
CCOC(=O)c1c(-c2ccc(F)cc2)csc1NC(=O)C1CC=CCC1C(=O)O (stereo not given)	-1.2	9	12	0.0
O=C(Nc1cccc(F)c1)Nc1ccnn1C1CCN(Cc2cccc(O)c2)CC1	0.1	6	2	0.0
CCC(=O)Nc1ccc(I)cc1F	-0.3	-4	-6	-0.1
O=C(Nc1ccc(F)cc1)c1sc(=S)n2c1[nH]c(=O)c1ccccc12	-1.5	-6	-2	-0.2
Cc1cccc(N(CC(=O)Nc2ccc(F)cc2)C2=NC3CS(=O)(=O)CC3S2)c1 (stereo not given)	-1.5	4	10	-0.8
CC12CC(NC(=O)N1c1ccc(F)cc1)c1cc(Br)ccc1O2 (stereo not given)	0.5	11	9	0.1
O=c1c2cn[nH]c2nc(SCc2cccc(F)c2)n1-c1ccc(Oc2ccccc2)cc1	2.2	2	3	-0.1
CCOC(=O)C(O)(c1ccc(O)c(OC)c1)C(F)(F)F (stereo not given)	0.3	-2	-5	-0.1
Fc1ccc2nc(N3CCN(c4nc5ccccc5s4)CC3)sc2c1	15*	2	10	0.1
